From PubChem BioAssay
OXTR agonist: human OXTR agonists, primary screen, fluorescence, CHO-OTR cells, Fluo-8 calcium. Fluo-8 calcium fluorescence; normalized: DMSO 0%, oxytocin 100%. 320,000 tested, 0.32% active. activation, % at 3 µM;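 active = activation above the mean of all tested compounds plus 3 SD, cutoff set per screening run, cut at about 20% in these data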;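 also: peak over basal fluorescence ratio from a 100 s FLIPR kinetic read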
Target sequence (P30559 whole entry, looked up): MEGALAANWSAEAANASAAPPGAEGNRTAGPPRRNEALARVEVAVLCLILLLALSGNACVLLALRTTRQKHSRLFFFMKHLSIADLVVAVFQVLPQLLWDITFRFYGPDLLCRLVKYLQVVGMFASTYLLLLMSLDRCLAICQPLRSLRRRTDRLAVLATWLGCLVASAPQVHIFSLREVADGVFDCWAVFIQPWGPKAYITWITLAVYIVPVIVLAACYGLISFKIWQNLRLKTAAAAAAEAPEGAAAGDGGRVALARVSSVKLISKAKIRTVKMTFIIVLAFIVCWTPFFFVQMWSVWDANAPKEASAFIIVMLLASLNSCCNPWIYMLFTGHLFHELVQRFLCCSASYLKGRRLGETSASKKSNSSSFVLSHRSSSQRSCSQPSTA
DNA FID counter: compounds displacing fluorescent DNA intercalator, primary screen, artefact control for HCV NS3 helicase inhibitor project, biochemical, FID fluorescence; DNA fluorescent intercalator displacement; inhibition, % at 7.9 µM; 290,000 tested, 0.17% active; AID 1845, 2009; in the data active = inhibition above about 37%;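 also: 0% = vehicle and 100% = reference compound; higher means more ethidium bromide displaced from hairpin DNA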
IMP-1 inhibitor: IMP-1 metallo-beta-lactamase inhibitors, primary screen, biochemical, epi-absorbance readout, Pseudomonas aeruginosa enzyme; inhibition, % at 5.6 µM; purified IMP-1, nitrocefin hydrolysis, epi-absorbance fluorescence; 290,000 tested, 0.45% active; AID 1556, 2009; metallo-beta-lactamase IMP-1 (Pseudomonas aeruginosa);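 active = inhibition above the mean plus 3 SD of all compounds in the same screening run, cut at about 4.5% in these data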;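 also: 0% = IMP-1 with DMSO and 100% = DMSO wells lacking enzyme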
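Material – recombinant IMP-1 enzyme, purified · Amount – IMP-1 0.2 nM before substrate addition · Medium – HEPES buffer pH 7.1 with ZnSO4 and Brij 35 · Timing – 25 °C, 15 min preincubation, 25 min reaction · Measured by – plate fluorescence quenching by hydrolysis product, ex 480/em 530 nm · Read-out – percent enzyme inhibition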
PHOSPHO1 block: PubChem AID 1565 | recombinant PHOSPHO1, absorbance phosphatase assay | inhibition, % at 13.3 µM | 290,000 tested, 1.1% active; in the data active = inhibition above about 60%
NS3 helicase inh: inhibitors of HCV NS3 helicase, primary screen, biochemical, Cy5 molecular beacon fluorescence; Hepatitis C virus NS3 helicase; NS3 helicase DNA unwinding; inhibition, % at 10.9 µM; 290,000 tested, 0.56% active; AID 1800, 2009;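 active = inhibition above the mean of all tested compounds plus 3 SD, set per campaign, cut at about 35% in these data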;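 also: 0% = DMSO wells and 100% = thioflavine S control wells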
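test system = hepatitis C virus NS3 helicase domain fragment enzyme | reagent = annealed dual-labelled DNA beacon duplex, ATP-started | times = 1 h at 25 °C | detection = Cy5 fluorescence, 0 and 60 min reads | read-out basis = percent inhibition from t60/t0 fluorescence ratio | control set = DMSO and thioflavine S | replication = one well per compound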
GPR7 antag: GPR7 receptor antagonists, primary screen, cell-based, fluorescence, single concentration. GPR7-expressing cells, fluorescence antagonist assay. inhibition, % at 4.4 µM. 290,000 tested, 1.1% active. AID 1861, 2009; in the data active = inhibition above about 16%, passing the limit was not always enough;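 also: cells stimulated with the agonist NPW; 0% = agonist with vehicle and 100% = vehicle without agonist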
GalR3 antagonist: GalR3 antagonists in HEK293 cells, primary screen, cell-based, fluorescence readout; Galanin receptor type 3 (Homo sapiens), O60755; HEK293 GalR3-CNG cAMP membrane potential fluorescence; galR3 body fused to GalR1 C-terminus; inhibition, % at 3 µM; 360,000 tested, 0.44% active;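 active = inhibition above the screen-wide average plus 3 SD, cut at about 13% in these data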;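 also: forskolin and galanin both at EC90 stimulate the cells; cAMP rise reported by CNG channel membrane potential dye signal; 0% = forskolin plus galanin with DMSO and 100% = forskolin alone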
Target sequence (O60755 1-299 limits assumed): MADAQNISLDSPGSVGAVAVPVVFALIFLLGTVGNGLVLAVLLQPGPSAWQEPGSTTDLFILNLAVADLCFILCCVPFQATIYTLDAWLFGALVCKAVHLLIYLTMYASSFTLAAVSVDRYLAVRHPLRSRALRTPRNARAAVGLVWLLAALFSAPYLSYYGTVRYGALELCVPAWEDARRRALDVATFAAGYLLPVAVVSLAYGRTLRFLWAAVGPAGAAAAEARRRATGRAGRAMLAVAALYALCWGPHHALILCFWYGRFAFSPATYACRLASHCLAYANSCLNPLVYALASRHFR
VIM-2 inhibitor: VIM-2 metallo-beta-lactamase inhibitors, primary screen, biochemical, epi-absorbance readout, Pseudomonas aeruginosa enzyme. inhibition, % at 5.6 µM. purified VIM-2, nitrocefin hydrolysis, epi-absorbance fluorescence. 290,000 tested, 0.89% active. AID 1527, 2009;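 active = inhibition above the mean of all tested compounds plus 3 SD, cutoff set per screening run, cut at about 7.5% in these data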;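 also: red hydrolysis product quenches plate fluorescence so inhibitors raise well fluorescence; 0% = enzyme with DMSO and 100% = DMSO without enzyme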
V1aR counter: agonists of human V1a receptor, primary screen, counter-screen for OXTR agonist project, fluorescence, CHO-V1R cells. Vasopressin V1a receptor (Homo sapiens), P37288. Fluo-8 calcium fluorescence, agonist mode; 0% DMSO, 100% 3 nM vasopressin. activation, % at 3 µM. 320,000 tested, 0.25% active. AID 2797, 2010;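 active = activation above the mean activation of all tested compounds plus 3 SD, per screening run, cut at about 20% in these data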;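 also: signal is peak over basal fluorescence ratio across a 100 second FLIPR read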
Target sequence (P37288 whole entry, looked up): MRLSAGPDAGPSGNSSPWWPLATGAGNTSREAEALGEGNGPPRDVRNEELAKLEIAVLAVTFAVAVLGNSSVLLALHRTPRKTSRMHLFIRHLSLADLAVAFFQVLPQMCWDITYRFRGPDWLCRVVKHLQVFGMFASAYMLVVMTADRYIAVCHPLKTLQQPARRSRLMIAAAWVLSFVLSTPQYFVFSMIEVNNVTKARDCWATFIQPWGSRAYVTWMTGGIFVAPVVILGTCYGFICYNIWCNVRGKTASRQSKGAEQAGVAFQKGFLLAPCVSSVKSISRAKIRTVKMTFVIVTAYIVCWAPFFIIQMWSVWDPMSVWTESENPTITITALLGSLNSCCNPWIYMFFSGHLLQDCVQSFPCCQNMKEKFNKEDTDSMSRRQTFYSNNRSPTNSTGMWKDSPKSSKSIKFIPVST
Numbers without * were called inactive; & = joins results of further samples. Compounds as they come; about 4.3% have a hit in one of these screens.

SMILES	OXTR agonist	DNA FID counter	IMP-1 inhibitor	PHOSPHO1 block	NS3 helicase inh	GPR7 antag	GalR3 antagonist	VIM-2 inhibitor	V1aR counter
Cc1c(NC(=O)COC(=O)c2ccc(F)c(S(=O)(=O)N3CCOCC3)c2)c(=O)n(-c2ccccc2)n1C	1.0	-9	-1.7	13	15	-11	-4	-1.2	0.0
O=C(O)C1CCCCC1C(=O)N1CCCC1 (stereo not given)	1.2	3	-1.4	32	3	0	-5	-2.1	0.2
CN(C)CCN(C(=O)CCc1ccccc1)c1nc2c(F)cc(F)cc2s1	0.1	-3	-2.6	-17	-4	-12	-5	-1.4	0.1
COc1ccc(N2CCN(C(=O)CNS(=O)(=O)c3ccc(C)c(C)c3)CC2)cc1	-1.0	-17	-1.1	-14	1	9	-3	1.6	0.3
Cc1cc(SCC(=O)c2cccs2)n2nc(C)c(-c3ccccc3)c2n1	-1.0	-3	-0.4	-20	2	-1	-4	-0.5	-0.5
CC(=O)c1cc2c(s1)-c1cc(F)ccc1OC2	-1.6	-3	-1.7	8	13	-18	-2	0.9	-1.0
COc1cc(C2C(C(=O)c3ccco3)=C(O)C(=O)N2c2cc(C)on2)ccc1OCc1ccccc1 (stereo not given)	0.9	-41	-0.8	16	44*	6	-6	-2.5	0.3
C=CCc1ccccc1OCCSc1nc2ccc([N+](=O)[O-])cc2s1	1.0	0	-2.5	3	-20	-4	0	-1.6	1.3
COC(=O)C1C2C=CC3(CN(c4cccc(C)c4)C(=O)C13)O2 (stereo not given)	1.4	0	-1.2	8	3	-7	-1	0.4	-0.3
COc1ccc([N+](=O)[O-])cc1N1C(=O)c2cccc3cccc(c23)C1=O	-0.1	-1	-1.0	-3	16	-11	1	-2.4	1.6
CC(=O)/C(C#N)=C1\NC(=O)C(Cc2ccccc2Cl)S1 (stereo not given)	0.3	-16	-3.5	21	24	-19	-5	-2.1	2.0
Cc1cccc(NC(=O)CCS(=O)(=O)c2cccc3nsnc23)c1C	-0.6	1	-2.2	4	9	-1	-4	-0.8	0.6

Reformatted as a markdown table: entries from further up.
| Molecule | OXTR agonist | DNA FID counter | IMP-1 inhibitor | PHOSPHO1 block | NS3 helicase inh | GPR7 antag | GalR3 antagonist | VIM-2 inhibitor | V1aR counter |
| --- | --- | --- | --- | --- | --- | --- | --- | --- | --- |
| Cc1c(NC(=O)COC(=O)c2ccc(F)c(S(=O)(=O)N3CCOCC3)c2)c(=O)n(-c2ccccc2)n1C | 1.0 | -9 | -1.7 | 13 | 15 | -11 | -4 | -1.2 | 0.0 |
| O=C(O)C1CCCCC1C(=O)N1CCCC1 (stereo not given) | 1.2 | 3 | -1.4 | 32 | 3 | 0 | -5 | -2.1 | 0.2 |

An excerpt from above in order of formula weight, descending.
SMILES	OXTR agonist	DNA FID counter	IMP-1 inhibitor	PHOSPHO1 block	NS3 helicase inh	GPR7 antag	GalR3 antagonist	VIM-2 inhibitor	V1aR counter
COc1cc(C2C(C(=O)c3ccco3)=C(O)C(=O)N2c2cc(C)on2)ccc1OCc1ccccc1 (stereo not given)	0.9	-41	-0.8	16	44*	6	-6	-2.5	0.3
COc1ccc(N2CCN(C(=O)CNS(=O)(=O)c3ccc(C)c(C)c3)CC2)cc1	-1.0	-17	-1.1	-14	1	9	-3	1.6	0.3
CN(C)CCN(C(=O)CCc1ccccc1)c1nc2c(F)cc(F)cc2s1	0.1	-3	-2.6	-17	-4	-12	-5	-1.4	0.1
C=CCc1ccccc1OCCSc1nc2ccc([N+](=O)[O-])cc2s1	1.0	0	-2.5	3	-20	-4	0	-1.6	1.3
COc1ccc([N+](=O)[O-])cc1N1C(=O)c2cccc3cccc(c23)C1=O	-0.1	-1	-1.0	-3	16	-11	1	-2.4	1.6
CC(=O)c1cc2c(s1)-c1cc(F)ccc1OC2	-1.6	-3	-1.7	8	13	-18	-2	0.9	-1.0

The list continues.
SMILES	OXTR agonist	DNA FID counter	IMP-1 inhibitor	PHOSPHO1 block	NS3 helicase inh	GPR7 antag	GalR3 antagonist	VIM-2 inhibitor	V1aR counter
COc1ccc(C2N(C(=O)c3ccccc3)CCN2C(=O)c2ccccc2)cc1	-0.5	-18	-2.4	-8	-6	-3	-5	-4.4	1.2
CC(C)(C)[C@H]1C=C(C(=O)N2CCN(Cc3ccccc3)CC2)O[C@@H](OCCCCO)C1	-0.6	-28	0.2	24	7	23	-2	1.6	0.4
O=[N+]([O-])c1cccc(/C([O-])=C(/C(=S)Nc2ccccc2)[n+]2ccccc2)c1	-0.3	8	-1.4	-8	-12	12	-4	-0.7	-0.9
COC(=O)c1ccc2c(=O)n(CCCCCC(=O)N3CCN(c4ccc(F)cc4)CC3)c(=O)[nH]c2c1	-0.4	1	-3.6	16	3	-10	-3	-1.4	0.2
CC(C)CC(c1nnnn1C1CCCC1)N1CCC(C(N)=O)CC1 (stereo not given)	-0.2	-7	-4.6	32	-4	-3	1	-4.8	0.4
O=C(NCCCN1CCOCC1)c1cc(-c2cccc(O)c2)on1	0.3	-2	-2.6	16	-5	-7	-3	0.3	0.8
O/N=C/c1ccc(OCC(O)COc2ccc(/C=N/O)cc2)cc1	1.0	-8	-2.9	-5	7	3	3	-2.9	1.9
COc1ccc(NS(=O)(=O)c2cccc(N3CC(O)=C(c4ccccc4)C3=N)c2)cc1	-0.1	-2	-3.5	-2	-2	3	4	-3.5	-0.5
CSc1ccc(CNC(=O)C(C)n2nc(C)c3c(C)n(-c4ccccc4)nc3c2=O)cc1 (stereo not given)	0.5	-45	-3.4	44	0	-24	-11	-1.8	3.2
O=C(O)c1ccc2c(c1)C(=O)N(c1ccc(/C=C/C(=O)c3ccccc3)cc1)C2=O	5.5	1	-1.8	19	5	1	-4	-0.8	7.7
O=C(Nc1ccnn1C1CCN(Cc2cccc(O)c2)CC1)C1CCCC1	0.3	2	-1.6	26	0	-23	-5	-1.9	0.5
CC(=O)Nc1ccccc1NC(=O)CN(C)S(=O)(=O)c1ccc(C)cc1	0.2	2	-5.9	-10	-1	-14	-3	-3.7	-0.6
CC(C)C(C(=O)OCC(=O)c1cccc([N+](=O)[O-])c1)N1C(=O)[C@@H]2[C@H]3CC[C@H](C3)[C@@H]2C1=O (stereo not given in full)	2.6	-7	-1.0	-24	-13	-4	-10	-1.1	2.6
O=C(Nc1cccc(C(F)(F)F)c1)C1CCCN1S(=O)(=O)c1cccc2cccnc12 (stereo not given)	4.5	-23	-1.1	44	-4	-19	-9	-3.5	2.0
CC(C)Cc1nnc(NC(=O)CCc2c[nH]c3ccccc23)s1	6.3	-9	-3.5	-51	-2	-11	2	-3.5	3.9
CCOc1cc(/C=N/N2C(=O)NC3(CCCCC3)C2=O)cc(Br)c1O	-0.3	-3	-1.9	-24	2	4	2	-2.5	-0.2
COc1ccc(Cl)cc1NC(=O)CCN1CCN(c2ccccc2C)CC1	-0.8	1	-1.7	9	-4	-5	-4	-3.5	-0.1
Cc1ccc(N2CCCC2=O)cc1S(=O)(=O)N1CCOCC1	0.5	-8	-1.8	41	-4	-15	-1	-0.7	0.6
CC1(C)CC(N2CCN(c3ccccc3)CC2)=CC(=[N+]2CCCC2)C1	0.8	11	0.7	86*	-1	6	-1	0.1	-0.4
O=C(Nc1ccccc1C(=O)OCC(=O)c1c[nH]c2ccccc12)c1ccco1	2.0	-7	-1.9	-3	-18	0	-11	1.5	-0.3
CS(=O)(=O)Cc1nc2ccccc2oc1=O	0.4	-1	-0.2	-4	9	7	-6	1.1	0.7
COc1cccc(CN2CCN(C(=O)c3ccc(-c4ccccc4)cc3)CC2)c1	0.7	-18	-2.8	28	-9	-11	-6	-3.1	2.9
Cc1cc(C)nc(SCc2nnc(SCC(=O)N3CCCc4ccccc43)n2C)n1	-0.5	-25	-2.0	19	-6	7	3	0.6	-0.2
COc1ccc(N2C(=O)CC(Sc3nnc(-c4ccccc4F)n3C)C2=O)cc1 (stereo not given)	-2.7	-17	-4.7	-16	10	-8	-1	1.2	0.0
CSc1ccc(CN(C)CC(=O)NCCc2ccccc2)cc1	-0.8	-5	-1.1	11	-25	18	-7	-0.8	0.3
COC(=O)C1(C)NC(c2ccccc2OC)C2C(=O)N(c3ccccc3)C(=O)C21 (stereo not given)	1.1	-4	-3.4	45	6	-13	-12	-1.4	0.4
CCCCn1c(C)csc1=Nc1cccnc1	-3.2	-7	-0.2	-9	-7	6	-6	-0.1	-0.9
O=C(CCC1CCN(C(=O)c2cc(C(F)(F)F)ccc2Cl)CC1)NC1CC1	0.0	-26	-1.2	15	0	5	-7	-1.4	1.9
Cc1ccc(C2C(C#N)=C(N)Oc3n[nH]c(-c4cccs4)c32)cc1 (stereo not given)	-0.6	-4	-2.5	6	9	0	1	0.2	-0.1
COc1ccc2oc(=O)cc(CN3CCOCC3)c2c1	0.1	-4	-2.2	14	4	-7	-7	-1.5	-0.6
CC(=O)Oc1ccc(C(=O)[C@H]2[C@H]3C(=O)N(c4ccc5ccccc5c4)C(=O)[C@H]3[C@@H]3C=CC=NN32)cc1	5.7	-6	-1.8	15	4	3	3	-1.5	8.7
O=C1C(NS(=O)(=O)c2ccc(Br)cc2)=C(N2CCCCC2)C(=O)c2ccccc21	-3.0	-3	-2.5	51	8	-19	-2	1.8	-1.2
O=C1CCCN2N=C(SCC(=O)Nc3nc4ccccc4s3)SC2=N1	4.6	-3	-3.4	15	9	-9	-4	-2.4	3.4
O=C(COc1ccc(S(=O)(=O)N2CCOCC2)cc1)Nc1ccccc1Cl	2.1	-29	-2.7	3	-1	0	-7	-3.3	2.0
COC(=O)C1=C(C)NC(C)=C(C(=O)OC)C1C(=O)OC(C)C(=O)c1ccccc1 (stereo not given)	0.3&0.8	-15	-0.7	24	-7	-12	2&0	1.5	2.6&0.6
CCOc1cc(NC(=O)C2CC2)c(OCC)cc1NC(=O)c1cc(OC)c(OC)c(OC)c1	0.5	-14	-2.7	32	2	0	-10	-1.3	2.5
CCOC(=O)Cn1cnc2sc(C(=O)OC)c(C)c2c1=O	0.5	-10	-2.0	35	9	-4	-6	1.0	0.5
Cc1cc(C(=O)NCCC2=CCCCC2)no1	0.1	-5	-6.1	19	0	-1	-8	-1.9	1.7
Cc1ccccc1OC(C)C(=O)Nc1ccc(S(=O)(=O)N2CCCC2)cc1 (stereo not given)	1.5	-27	-2.8	19	-6	-4	-2	-1.6	13
Cc1c(C#N)c(O)n(CCO)c(=O)c1N=Nc1ccccc1	-2.7	1	-2.3	41	1	-6	4	-1.0	0.5
Cc1noc(C)c1CS(=O)(=O)c1ccc(Br)cc1	-1.1	1	-1.4	2	5	-11	0	-2.7	-0.5
